HttQ103 aggreg = qHTS Multiplex Assay to Identify Dual Action Probes in a Cell Model of Huntington: Aggregate Formation (GFP); PC12 HttQ103-GFP aggregates, Acumen cytometry, 40 h; Potency, µM (highest dose often 46.1 µM), for the others: at the highest dose activity change, negative = inhibition, hits mostly inhibitors; actives 1.1% (n = 220,000); AID 1688, 2009; also: % is scaled to controls: 0 for no effect and ±100 for the full control effect; nearly all actives have a fitted effect of over 60% in size
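Inducible Q103 Huntingtin exon 1–GFP PC12 line, 1500 cells/well in phenol red free DMEM with 5% equine and 5% calf serum. Tebufenozide 100 nM induced expression; compounds titrated; aggregates quantified by cytometry.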
Tau FP inhib = qHTS for Inhibitors of Tau Fibril Formation, Fluorescence Polarization; actives 0.39% (n = 280,000); AID 1468, 2008; K18 P301L tau heparin fibrillization, Alexa594 FP, 6 h; Potency, µM (highest dose often 57.7 µM), for inactives: at the top dose activity, negative = inhibition, hits mostly inhibitors; Microtubule-associated protein tau (Homo sapiens), P10636; also: % is scaled to controls: 0 for no effect and ±100 for the full control effect; nearly all actives have a fitted effect of over 55% in size
Target sequence (P10636 561-689 P618L limits assumed): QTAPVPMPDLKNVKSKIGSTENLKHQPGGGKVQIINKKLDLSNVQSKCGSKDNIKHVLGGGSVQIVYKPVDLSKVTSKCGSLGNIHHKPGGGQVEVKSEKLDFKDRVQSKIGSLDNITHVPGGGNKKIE
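Read-out: fluorescence polarization of Alexa 594-labeled tau (0.24 uM), 555 nm excitation, 632 nm emission. Mixtures held 15 uM unlabeled K18 P301L, compound and 20 uM heparin, pH 7 acetate buffer, incubated 6 hr at 37 C.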
KDM4E inh = qHTS Assay for Inhibitors of Human Jumonji Domain Containing 2E (JMJD2E). Potency, µM (top dose mostly 57.1 µM), without a hit: at the top dose activity change, negative = inhibition, actives largely listed as inhibitors. JMJD2E catalytic domain, FDH-coupled NADH fluorescence (FDH is formaldehyde dehydrogenase). actives 1.6% (n = 230,000). Lysine-specific demethylase 4E (Homo sapiens), B2RXH2; active = well fitted inhibition curve with a large enough effect, not every such curve was filed as active; inconclusive = small, poorly fitted or top-dose-only effect, or another doubt; inactive = no such curve, though single readings can be large or run the other way;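 also: 0% = wells with enzyme and -100% = buffer wells without enzyme; nearly all actives have a fitted effect of over 50% in size; many of its hits are not listed in these tables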
Target sequence (B2RXH2 1-337 limits assumed): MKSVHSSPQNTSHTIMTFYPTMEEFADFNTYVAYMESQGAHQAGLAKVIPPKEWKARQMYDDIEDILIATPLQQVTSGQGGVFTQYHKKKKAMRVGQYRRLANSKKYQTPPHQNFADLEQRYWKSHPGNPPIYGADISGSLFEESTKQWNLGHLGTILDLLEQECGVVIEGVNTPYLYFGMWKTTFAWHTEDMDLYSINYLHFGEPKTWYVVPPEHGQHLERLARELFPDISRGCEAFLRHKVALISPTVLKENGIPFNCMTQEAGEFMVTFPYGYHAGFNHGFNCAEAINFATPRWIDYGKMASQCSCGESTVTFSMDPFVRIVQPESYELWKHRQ
SMN2 splice enh = qHTS Assay for Enhancers of SMN2 Splice Variant Expression. HEK293 SMN2-luciferase splicing reporter, luminescence, 30-36 h. Potency, µM (top dose mostly 46.1 µM), for inactives: top-dose activity change, positive = activation, actives largely listed as activators. actives 2.8% (n = 210,000). AID 1458, 2008; also: % of control where 0% means no effect; nearly all actives have a fitted effect of over 55% in size
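qHTS luciferase splicing reporter: luminescence rises when SMN2 exon 7 is included in transfected HEK293 cells. Compound exposure lasted 30-36 h at 37C, with 4.5 mM final sodium butyrate as control, followed by a ONE-Glo read.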
ALDH1A1 block = qHTS Assay for Inhibitors of Aldehyde Dehydrogenase 1 (ALDH1A1) | Aldehyde dehydrogenase 1A1 (Homo sapiens), P00352 | Purified ALDH1A1, NADH fluorescence, propionaldehyde substrate | Potency, µM (titrated, usually from 75.3 µM), for inactives: top-dose activity, negative = inhibition, usual class: inhibitors | actives 7.3% (n = 220,000) | AID 1030, 2008; active = well fitted inhibition curve with a large enough effect, not every such curve was filed as active; inconclusive = small, poorly fitted or top-dose-only effect, or another doubt; inactive = no such curve, though single readings can be large or run the other way;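 also: plate controls were no enzyme wells and a reference inhibitor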
Target sequence (P00352 whole entry, looked up): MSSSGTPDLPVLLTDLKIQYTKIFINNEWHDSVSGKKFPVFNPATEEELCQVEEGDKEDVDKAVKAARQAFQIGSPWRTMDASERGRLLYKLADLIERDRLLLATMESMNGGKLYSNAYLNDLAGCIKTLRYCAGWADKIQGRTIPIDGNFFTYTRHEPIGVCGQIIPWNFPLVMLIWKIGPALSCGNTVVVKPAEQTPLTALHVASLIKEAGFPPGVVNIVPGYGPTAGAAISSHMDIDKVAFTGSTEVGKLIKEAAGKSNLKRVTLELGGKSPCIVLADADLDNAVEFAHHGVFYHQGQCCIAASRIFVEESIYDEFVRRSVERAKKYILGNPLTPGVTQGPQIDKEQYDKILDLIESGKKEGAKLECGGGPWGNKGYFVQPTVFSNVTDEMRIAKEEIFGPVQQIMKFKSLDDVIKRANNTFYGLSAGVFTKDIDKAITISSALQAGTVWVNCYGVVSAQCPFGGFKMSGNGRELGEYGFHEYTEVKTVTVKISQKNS
Tau ThT inhib = qHTS for Inhibitors of Tau Fibril Formation, Thioflavin T Binding; Potency, µM (top dose mostly 57.4 µM), inactives show top-dose activity, negative = inhibition, actives largely listed as inhibitors; actives 2.1% (n = 270,000); recombinant tau K18 P301L, heparin-induced fibrillization, ThT fluorescence; also: % is scaled to controls: 0 for no effect and ±100 for the full control effect; nearly all actives have a fitted effect of over 55% in size
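Heparin-induced (20 uM) aggregation of recombinant human K18 P301L tau, 15 uM unlabeled with 0.24 uM labeled, pH 7 acetate buffer, 6 hr at 37 C with compound. Fibrils quantified by 30 uM ThT fluorescence after 1 hr ambient incubation.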
HTT ATP protect = qHTS Multiplex Assay to Identify Dual Action Probes in a Cell Model of Huntington: Cytoprotection (ATP). PC12 HTT-Q103 induced, cytoprotection, ATP luminescence, 40 h. Potency, µM (titrated, usually from 56.4 µM), for the others: cytoprotection (ATP increase), usual class: activators. actives 0.14% (n = 230,000);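 also: % of control where 0% means no effect; nearly all actives have a fitted effect of over 45% in size; toxic huntingtin expression switched on by the ecdysone agonist tebufenozide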
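PC12 cells stably carrying ecdysone-inducible Htt exon 1 (Q103)–GFP were induced with 100 nM tebufenozide (final) alongside library compounds in a dose series. Cytoprotection was scored as retained ATP by ATPlite luminescence.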
Tau fluor counter = Counterscreen qHTS for Inhibitors of Tau Fibril Formation, Fluorescence Polarization; tau K18 P301L Alexa594 fluorescence, heparin fibrillization; Potency, µM (series often up to 57.7 µM), for inactives: at the highest dose activity change, negative = decrease; actives 0.93% (n = 280,000); AID 1463, 2008; also: % is scaled to controls: 0 for no effect and ±100 for the full control effect; nearly all actives have a fitted effect of over 55% in size
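Human tau K18 P301L (15 uM unlabeled, 0.24 uM Alexa 594-labeled) in 100 mM sodium acetate pH 7 with 20 uM heparin, 6 hr at 37 C. ThT 30 uM added, 1 hr ambient; Alexa 594 FP and total fluorescence read at 555/632 nm.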
Active calls of the source: *; u = inconclusive; x = not tested or not shown; [ ] = another dose, or the depositor's remark. Unless noted, calls follow the shape of the dose curve; as a rule, active = well fitted curve in the direction sought with a large enough effect; inconclusive = small, poorly fitted or top-dose-only effect, or another doubt; inactive = no such curve, though single readings can be large; an effect the other way counts as inactive or inconclusive. Potency is read from the fitted curve at half-maximal effect.

SMILES	HttQ103 aggreg	Tau FP inhib	KDM4E inh	SMN2 splice enh	ALDH1A1 block	Tau ThT inhib	HTT ATP protect	Tau fluor counter
Cc1cccc(NC2=C(Cl)C(=O)OC2NC(=O)c2ccccc2)c1 (stereo unspecified)	-13.3%	0.3%	9.9%	1.6%	-0.2%	-7.5%	18.9%	-7.8%
O=C(Nc1ccc(N2CCOCC2)cc1)c1cccnc1	-16.9%	-12.4%	-6.1%	u	1.5%	-4.5%	12.7%[10 µM]	1.3%
CCS(=O)(=O)c1nc(NC(C)=O)n[nH]1	7.4%	11.6%	u	-2.7%	4.8%	-4.0%	-10.9%[10 µM]	2.6%
COC(=O)c1cc2oc3ccccc3c2n1Cc1nc(-c2ccc(Cl)cc2)oc1C	x	-4.5%	x	2.5%	x	1.8%	x	-8.2%
O=C(Nc1nccs1)c1cc(Cl)nc2ccccc12	-9.5%[9.22 µM]	-7.2%	-14.3%	x	u	-23.2%	20.5%[10 µM]	-21.7%
CCc1ccc(C(=O)NC(CCSC)C(=O)O)cc1 (stereo unspecified)	-15.0%	1.8%	9.3%	6.9%	6.9%	5.5%	21.6%[0.074 µM]	8.4%
COc1c(CC(=O)c2cc3c(cc2O)OC(C)(C)C(O)C3)ccc2c1C=CC(C)(C)O2 (stereo unspecified)	x	-5.6%	-6.3%	-21.5%	u	-6.3%	-95.1%[inhibitor]	u
COc1nc2ccccc2cc1-c1noc(-c2cccnc2)n1	4.6%	-3.5%	-12.8%	-7.2%	u	-9.7%	-7.2%[0.074 µM]	-5.1%
CCCCCn1c(CNC(=O)c2cccs2)nc2ccccc21	-7.9%	-5.4%	-10.3%	-4.9%	u	-14.3%	7.9%[10 µM]	-12.4%
O=C(N/N=C/c1ccc(-c2cccc(C(F)(F)F)c2)o1)c1ccccc1Br	4.3%	-18.7%	u	-25.1%	-10.4%	-5.4%	-31.2%	-28.2%
Cc1ccc(C(=O)NNC(=O)C2CCN(c3nccc(C)n3)CC2)cc1	-0.1%	6.1%	u	0.5%	-11.2%	-1.9%	-7.8%	5.0%
Cc1ccc(/C=C/C(=O)OCc2nc(N)nc(Nc3ccccc3C)n2)o1	33.0%	2.0%	-8.3%	4.9%	u	-14.6%	5.2%[10 µM]	-13.6%
COc1ccccc1N1CCN(C(=O)c2cn(C)c3ccc(S(=O)(=O)N(C)C4CCCCC4)cc3c2=O)CC1	x	2.1%	x	6.1%	x	-2.7%	x	-6.8%
CN(CC(=O)NCCCN1CCOCC1)S(=O)(=O)c1ccc(Br)cc1	-18.8%	1.8%	-1.7%	0.6%	20.4%	4.2%	-11.3%[0.074 µM]	6.6%
CC(=O)n1c2ccccc2c2c1c1ccccc1n2C	7.8%	4.1%	u	11.3%	u	-19.7%	0.5%	-17.5%
O=C(Cc1cccs1)N/N=C/c1ccc(OCc2ccccc2)cc1	-13.7%	u	3.1%	-15.9%	-2.0%	-3.6%	20.1%[10 µM]	-21.7%
CCOC(=O)C1(Cc2cccc(F)c2)CCN(C(=O)C2CCOCC2)CC1	2.5%[9.22 µM]	-0.4%	-10.6%	x	-8.1%	-1.3%	2.7%[10 µM]	-0.2%
O=C(/C=C/c1ccc(S(=O)(=O)N2CCOCC2)cc1)NCCCn1ccnc1	-2.2%	-8.9%	-1.2%	x	2.0%	-4.5%	-29.2%	-3.4%
Cc1ccc(NC(=O)COc2nc(C)cs2)cc1	-20.1%	-0.5%	3.3%	16.7%	-3.7%	-0.4%	-0.9%[10 µM]	0.5%
CCCCCn1cc2c(c1-c1ccc(Cl)cc1)c(=O)n(C)c(=O)n2C	x	-7.4%	x	8.8%	x	u	x	-14.6%
CCn1c(=O)c(C(=O)NC(C)C)c(O)c2ccccc21	u	-3.8%	u	23.5%	12.6µM*	-19.1%	-1.0%	-23.5%
C=CCO/N=C(/CCC)C1=C(N)CC(C)(C)CC1=O	x	-7.7%	-8.0%	-7.1%	8.9%	6.3%	x	5.4%
CCOC(=O)N1CCN(c2c(NCc3ccccc3Cl)c(=O)c2=O)CC1	3.5%[9.22 µM]	5.4%	13.1%	x	x	3.1%	17.0%[10 µM]	6.0%
Cn1cc(CN2CCC(CO)(CCCc3ccccc3)CC2)c(-c2ccccc2)n1	-10.9%[9.22 µM]	-7.4%	1.5%	x	x	x	-10.2%[10 µM]	-17.1%
CN(C)c1ccc(-c2nnc(-c3cccs3)o2)cc1	-8.7%	-10.3%	u	2.24µM*	u	u	-156.4%[inhibitor]	-26.6%
Remaining list, next part:
SMILES	HttQ103 aggreg	Tau FP inhib	KDM4E inh	SMN2 splice enh	ALDH1A1 block	Tau ThT inhib	HTT ATP protect	Tau fluor counter
Oc1ccc(/C=N/N=C/c2ccc(O)cc2)cc1	x	4.4%	3.6%	-3.7%	u	u	x	-15.3%
CCOC(=O)CSc1nc2cc(C(=O)OC)ccc2c(=O)n1CCN1CCOCC1	-6.9%	-3.5%	3.7%	23.3%	u	-12.3%	-33.1%	-11.6%
CCCn1c(NCc2ccco2)nc2ccccc21	u	6.6%	-2.5%	u	4.2%	-7.9%	-29.2%	-1.5%
CCOc1ccc(C(=O)NCCn2cc(SCC(=O)Nc3cc(C)on3)c3ccccc32)cc1	-3.6%	u	12.1%	-22.9%	-13.1%	u	-26.5%	u
Cc1ccnc(NC(=O)C(C)N2C(=O)c3ccccc3C2=O)c1 (stereo unspecified)	8.5%	-4.5%	-3.0%	6.5%	8.7%	-9.3%	-115.2%[inhibitor]	-7.9%
O=C(CNS(=O)(=O)c1cccs1)N1CCN(c2ccccc2Cl)CC1	x	-6.9%	x	u	x	-7.7%	x	-16.6%
CCOC(=O)COc1ccccc1/C=C1\NC(=O)NC1=O	-7.5%	8.2%	3.9%	-23.0%	7.3%	-2.0%	-4.3%	-1.1%
CCOC(=O)C1(Cc2ccccc2C(F)(F)F)CCN(C(C)CSC)CC1 (stereo unspecified)	-4.1%[9.22 µM]	-3.3%	-0.1%	x	-1.9%	-14.7%	-1.6%[10 µM]	-16.7%
COc1ccc(C(=O)O/N=C(\N)Cc2ccc(Cl)c(Cl)c2)cc1OC	-17.0%	-4.3%	-5.8%	-3.6%	2.6%	-7.0%	13.8%[10 µM]	-22.9%
COc1ccc(S(=O)(=O)NCCSc2ccc(Cl)cc2)cc1OC	u	1.2%	2.0%	-17.1%	u	-3.2%	-2.0%[1.9 µM]	-20.3%
CCOc1ccc(C2NC(=O)c3c(COC)cc(C)nc3N2Cc2ccccc2)cc1OC (stereo unspecified)	x	-2.5%	x	10.5%	x	-13.6%	x	-12.6%
Cc1csc(NC(=O)CSc2ccc(-c3ccc(F)cc3)nn2)n1	1.4%	-3.2%	2.2%	2.5%	8.4%	u	-27.6%	-0.3%
CSc1ccc(/C=C(/Sc2nnc(-c3ccccc3)o2)C(=O)O)cc1	0.5%	1.3%	u	6.1%	u	u	-23.3%	-7.0%
C/C(CC(=O)Nc1ccc2c(c1)OCCO2)=N\NC(=O)C(=O)Nc1ccccc1C	x	-0.8%	-3.5%	-3.6%	-0.7%	-15.9%	x	4.1%
CC(C)N(C(=O)CSc1nnc(CN2CCCCCC2=O)n1-c1ccccn1)C(C)C	-7.5%	-6.2%	5.1%	13.5%	-2.2%	-8.3%	5.2%[10 µM]	-5.5%
CCCn1c(SCC(=O)c2cc(OC)ccc2OC)nnc1C(C)C	-4.5%	0.9%	2.6%	-17.7%	u	-7.6%	-18.0%	1.8%
Cc1ccc(Sc2nnc(-c3ccccc3)cc2C#N)cc1	25.6%	-11.2%	-6.1%	-14.3%	-0.5%	2.2%	4.3%	-11.1%
C=CCNC(=O)c1ccc(S(=O)(=O)CC)c(Cl)c1Cl	5.9%	-1.6%	8.4%	0.2%	-2.8%	3.4%	-10.6%	3.4%
CSc1nc(C)cc(C)c1S(=O)(=O)c1ccccc1C	u	5.5%	-2.3%	-4.1%	6.2%	-10.6%	-11.2%	-8.0%
Cc1cccc(Sc2c(C=O)c3ccccc3n2C)c1	u	-13.8%	4.9%	-13.5%	8.0%	u	-64.9%[inhibitor]	-12.1%
C=CCSc1nc(N)c(C#N)c(-c2ccc(C)cc2)c1C#N	-8.5%	-13.4%	-1.9%	9.8%	8.0%	0.8%	-8.6%[0.074 µM]	-15.5%
O=C(CCCN1C(=O)/C(=C/c2ccco2)SC1=S)Nc1ccccc1	25.1µM*	-9.8%	-7.2%	-40.2%[inhibitor]	u	u	16.1%[10 µM]	u
O=C(CN1C(=O)c2ccccc2C1=O)Nc1ccc(N2CCOCC2)cc1	7.6%	-4.0%	6.8%	-3.3%	4.9%	-15.1%	-31.1%	-12.0%
C/C(=N\NC(=O)c1c(Br)c(C)nn1C)c1ccc(NC(=O)C(C)Oc2ccc(Cl)cc2C)cc1 (stereo unspecified)	-19.1%	-4.2%	10.8%	-21.4%	-7.3%	u	-9.7%	-13.8%
COc1ccccc1N1CCN(C(=O)C(Sc2ccccc2)c2ccccc2)CC1 (stereo unspecified)	-30.7%	6.0%	1.6%	-14.5%	u	-28.2%	14.8%[10 µM]	-20.0%

Compound profiles, as listed above. Values in the order: HttQ103 aggreg | Tau FP inhib | KDM4E inh | SMN2 splice enh | ALDH1A1 block | Tau ThT inhib | HTT ATP protect | Tau fluor counter
`CCOc1ccc(C2NC(=O)c3c(COC)cc(C)nc3N2Cc2ccccc2)cc1OC` (stereo unspecified) is listed as x | -2.5% | x | 10.5% | x | -13.6% | x | -12.6%
`CCOC(=O)CSc1nc2cc(C(=O)OC)ccc2c(=O)n1CCN1CCOCC1` is listed as -6.9% | -3.5% | 3.7% | 23.3% | u | -12.3% | -33.1% | -11.6%
`O=C(CN1C(=O)c2ccccc2C1=O)Nc1ccc(N2CCOCC2)cc1` is listed as 7.6% | -4.0% | 6.8% | -3.3% | 4.9% | -15.1% | -31.1% | -12.0%

From PubChem

This is a subset; rates above refer to the full screens.
